# NR1D1 modulator: modulates human Rev-erb alpha binding to DNA | Rev-erbα–FITC-DNA binding, fluorescence polarization, 90 min | activity, % at 10 µM | 0.79% of 370,000 active | AID 1259318;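 active = activity above about 14%, limit read from the data; passing the limit was not always enough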;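 also: 0% = DMSO wells with 35 nM protein and 100% = DMSO wells with 750 nM protein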
# Target sequence (P20393 whole entry, looked up): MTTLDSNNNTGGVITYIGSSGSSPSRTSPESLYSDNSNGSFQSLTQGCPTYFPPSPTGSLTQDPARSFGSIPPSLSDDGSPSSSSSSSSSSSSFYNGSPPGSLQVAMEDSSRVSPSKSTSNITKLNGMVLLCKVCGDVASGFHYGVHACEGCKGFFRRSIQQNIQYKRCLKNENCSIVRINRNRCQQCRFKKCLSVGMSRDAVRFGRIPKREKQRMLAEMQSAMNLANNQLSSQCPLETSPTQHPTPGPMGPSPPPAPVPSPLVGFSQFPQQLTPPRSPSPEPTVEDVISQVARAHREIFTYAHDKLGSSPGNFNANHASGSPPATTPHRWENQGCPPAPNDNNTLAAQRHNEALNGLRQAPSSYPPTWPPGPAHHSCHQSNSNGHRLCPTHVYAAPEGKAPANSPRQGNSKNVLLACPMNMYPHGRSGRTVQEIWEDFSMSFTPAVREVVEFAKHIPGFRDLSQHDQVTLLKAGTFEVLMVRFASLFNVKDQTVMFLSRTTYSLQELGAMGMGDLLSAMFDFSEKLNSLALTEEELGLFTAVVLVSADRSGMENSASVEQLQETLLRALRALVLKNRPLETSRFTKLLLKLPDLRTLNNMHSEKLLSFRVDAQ
# NR0B1 inh: inhibits human nuclear receptor DAX1; P51843; HEK293 Gal4-DAX1 luciferase reporter, luminescence; inhibition, % at 6.75 µM; 0.99% of 340,000 active; AID 504766;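 active = inhibition above the mean over all tested compounds plus 3 SD, cut at about 4.2% in these data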;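 also: 0% = DAX1-transfected cells with DMSO and 100% = empty-vector control cells with DMSO; inhibition shows as a rise in luminescence from relieved DAX1 repression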
# Target sequence (P51843 207-470 limits assumed): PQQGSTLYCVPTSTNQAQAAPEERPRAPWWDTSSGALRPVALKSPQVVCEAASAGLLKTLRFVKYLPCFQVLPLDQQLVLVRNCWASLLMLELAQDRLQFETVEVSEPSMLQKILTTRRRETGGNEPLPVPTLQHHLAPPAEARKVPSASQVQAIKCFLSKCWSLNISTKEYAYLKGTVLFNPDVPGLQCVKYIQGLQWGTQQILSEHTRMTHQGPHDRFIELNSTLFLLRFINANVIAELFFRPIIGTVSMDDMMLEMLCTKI
# * = called active by the depositor; x = no result given; & = joins results of further samples.
No.	SMILES	NR1D1 modulator	NR0B1 inh
1	c1cc2c(cc1CN1CCNCC1)OCO2	x	-0.3
2	NC(=O)c1c(NC(=O)c2ccc(S(=O)(=O)N(CCCl)CCCl)cc2)sc2c1CCCCC2	x	0.4
3	CCN(CC)c1ccc(/C=N/c2sc3c(c2C#N)C2CCN3CC2)c(O)c1	x	-1.3
4	CCN1CC2(COC(=O)c3ccccc3N)CCC(OC)C34C5CC6C(OC)CC(O)(C5C6OC)C(O)(C(OC)C23)C14 (stereo not drawn)	x	2.0
5	O=C1NC(=O)N(Cc2ccco2)C(=O)/C1=C/c1ccc(-c2cccc([N+](=O)[O-])c2)o1	x	-0.6
6	O=C1NC(=O)C(=Cc2cn(CCOc3ccc4c(c3)OCO4)c3ccccc23)C(=O)N1	x	1.6
7	C=C(C=O)CC1CC(O)[C@]2(C)OC3CC4OC5C[C@]6(C)O[C@]7(C)CCC8OC9C[C@]%10(C)OC%11C(C)=CC(=O)OC%11CC%10OC9C[C@@H](C)C8OC7CC6O[C@]5(C)CC5OC5C4OC3CC2O1 (stereo partly drawn)	x	0.8
8	CC(=O)O[C@H]1[C@H]2O[C@]23[C@@H]2CC[C@]4(O)C[C@@H](O)CC[C@]4(C)C2CC[C@]3(C)[C@H]1c1ccc(=O)oc1 (stereo partly drawn)	x	-6.0

# (list continues)
No.	SMILES	NR1D1 modulator	NR0B1 inh
9	O=C1NC(=O)C(=Cc2ccc(Oc3ccc([N+](=O)[O-])cc3)cc2)C(=O)N1	x	0.6
10	Oc1c(Br)c(Br)c(Br)c(Br)c1Br	x	1.5
11	CCOc1ccc(-n2c(O)c(C=NCCN3CCNCC3)c(=O)[nH]c2=O)cc1	x	1.5
12	Cc1cc([N+](=O)[O-])c2ccccc2[n+]1[O-]	x	-5.3
13	COc1cc(/C=C(/C)[N+](=O)[O-])ccc1OCc1ccccc1Cl	x	2.0
14	CCCCCCCCCCOC(=O)CCN1CC1	x	1.3
15	COC(=O)C1=C(c2ccc(F)cc2F)C[C@@H]2CC[C@H]1N2C(=O)NCCOc1ccccc1Cl	x	1.9
16	CC1=CC(O)C(O)C2(C)C1CC1OC(=O)C(O)C3C(C)C(O)C4(O)OCC13C42 (stereo not drawn)	x	-1.9

# Molecules above that contain nitrogen in an aromatic ring:
No.	SMILES	NR1D1 modulator	NR0B1 inh
6	O=C1NC(=O)C(=Cc2cn(CCOc3ccc4c(c3)OCO4)c3ccccc23)C(=O)N1	x	1.6
11	CCOc1ccc(-n2c(O)c(C=NCCN3CCNCC3)c(=O)[nH]c2=O)cc1	x	1.5
12	Cc1cc([N+](=O)[O-])c2ccccc2[n+]1[O-]	x	-5.3

# Shown in transposed form: 6 of the compounds above
3	CCN(CC)c1ccc(/C=N/c2sc3c(c2C#N)C2CCN3CC2)c(O)c1
4	CCN1CC2(COC(=O)c3ccccc3N)CCC(OC)C34C5CC6C(OC)CC(O)(C5C6OC)C(O)(C(OC)C23)C14 (stereo not drawn)
5	O=C1NC(=O)N(Cc2ccco2)C(=O)/C1=C/c1ccc(-c2cccc([N+](=O)[O-])c2)o1
6	O=C1NC(=O)C(=Cc2cn(CCOc3ccc4c(c3)OCO4)c3ccccc23)C(=O)N1
7	C=C(C=O)CC1CC(O)[C@]2(C)OC3CC4OC5C[C@]6(C)O[C@]7(C)CCC8OC9C[C@]%10(C)OC%11C(C)=CC(=O)OC%11CC%10OC9C[C@@H](C)C8OC7CC6O[C@]5(C)CC5OC5C4OC3CC2O1 (stereo partly drawn)
8	CC(=O)O[C@H]1[C@H]2O[C@]23[C@@H]2CC[C@]4(O)C[C@@H](O)CC[C@]4(C)C2CC[C@]3(C)[C@H]1c1ccc(=O)oc1 (stereo partly drawn)
screen / no.	3	4	5	6	7	8
NR1D1 modulator	x	x	x	x	x	x
NR0B1 inh	-1.3	2.0	-0.6	1.6	0.8	-6.0

# The listing continues:
No.	SMILES	NR1D1 modulator	NR0B1 inh
17	C/C1=C\[C@@H](C)C/C=C/[C@H]2[C@@H]3O[C@]3(C)[C@@H](C)[C@H]3[C@H](Cc4c[nH]c5ccccc45)NC(=O)[C@]32C(=O)/C=C/C(=O)[C@@H]1O	x	-1.6
18	COc1ccc2c(c1OC)CN1CCc3cc4c(cc3[C@H]1C2)OCO4	x	-0.6
19	C=CCC1(CN2CCCC2=O)C(=O)NC(=O)NC1=O	x	1.2
20	CCOC(=O)c1ccc(-[n+]2c(-c3ccccc3)cc(-c3ccccc3)cc2-c2ccccc2)cc1	x	0.7
21	C=C(COC(=O)CCC(=O)O)CC1CC(O)[C@]2(C)OC3CC4OC5C[C@]6(C)O[C@]7(C)CCC8OC9C[C@]%10(C)OC%11C(C)=CC(=O)OC%11CC%10OC9C[C@@H](C)C8OC7CC6O[C@]5(C)C/C=C\C4OC3CC2O1 (stereo partly drawn)	x	0.1
22	CCN(CC)c1ccc(/C=C2\C(=O)NC(=S)N(c3ccc(OC)cc3OC)C2=O)o1	x	0.1
23	C[C@@H]1CC[C@@]2(NC1)O[C@H]1C[C@H]3[C@@H]4CC=C5C[C@@H](O)CC[C@]5(C)[C@H]4CC[C@]3(C)[C@H]1[C@@H]2C	x	-1.4
24	COC(=O)C1=C(c2ccc(F)cc2OCc2ccccc2)C[C@@H]2CC[C@H]1N2C(=O)NCCO	x	-1.1

# Along the list, quoted from above.
# Entries 17–24 in NR0B1 inh: -1.6, -0.6, 1.2, 0.7, 0.1, 0.1, -1.4, -1.1

# The listing continues:
No.	SMILES	NR1D1 modulator	NR0B1 inh
25	COC(=O)C1=C(c2ccc(C(C)=O)cc2)C[C@@H]2CC[C@H]1N2C(=O)NCc1ccc(C(F)(F)F)cc1	x	0.0
26	CCCNC(=O)N1[C@H]2CC[C@@H]1C(C(=O)OC)=C(c1ccc3ccccc3c1)C2	x	-1.1
27	CCC(C)/C=C(C)/C=C/C1=CC2=C(Cl)C(=O)C(C)(OC(C)=O)C(=O)C2=CO1 (stereo not drawn)	x	-1.2
28	C[C@H]1CCC/C=C/C2C[C@H](O)CC2[C@H](O)/C=C/C(=O)O1 (stereo partly drawn)	x	-3.2
29	COc1ccc(C(C)=O)cc1CN1CC=C(c2ccccc2)CC1	x	-0.7
30	COC(=O)C1=C(c2ccc3ccccc3c2)C[C@@H]2CC[C@H]1N2C(=O)NC1CCCCC1	x	-1.2
31	O=C(Cn1ncc2c3ccccc3n(Cc3ccc(F)cc3)c2c1=O)N1CCC2(CC1)OCCO2	x	-1.7
32	Cc1[nH]nc2ccc(-c3cncc(OC[C@@H](N)Cc4c[nH]c5ccccc45)c3)cc12	x	-6.2

# Part of the list above, screen by screen:
28: C[C@H]1CCC/C=C/C2C[C@H](O)CC2[C@H](O)/C=C/C(=O)O1 (stereo partly drawn)
29: COc1ccc(C(C)=O)cc1CN1CC=C(c2ccccc2)CC1

entry no.	28	29
NR1D1 modulator	x	x
NR0B1 inh	-3.2	-0.7

# The listing continues.
No.	SMILES	NR1D1 modulator	NR0B1 inh
33	CC1=CC(O)C(O)C2(C)C1CC1OC(=O)CC3C(C)C(O)C(=O)C2C13CO (stereo not drawn)	x	-1.2
34	COC(=O)C1=C(c2ccc(Cl)c(C(F)(F)F)c2)C[C@@H]2CC[C@H]1N2C(=O)NCCCOC(C)C	x	1.2
35	c1ccc2c(c1)Nc1ccccc1S2	x	-0.7
36	Cc1ccc(-c2cc(-c3ccc(C)cc3)[n+](-c3ccccc3)c(-c3ccc(C)cc3)c2)cc1	x	-5.0
37	CC(Cc1ccccc1)N1Cc2ccccc2C1 (stereo not drawn)	x	1.6
38	CCOc1ccc(N2C(=O)NC(=O)/C(=C\c3cc(OC)c(OC)cc3[N+](=O)[O-])C2=O)cc1	x	-0.9
39	C=CCc1cc(C=C2C(=O)NC(=O)NC2=O)cc(OC)c1OCc1ccc(C(=O)O)cc1	x	-0.6
40	COC(=O)C1=C(c2ccc(F)cc2F)C[C@@H]2CC[C@H]1N2C(=O)NCCNC(C)=O	x	0.0

# (more compounds)
No.	SMILES	NR1D1 modulator	NR0B1 inh
41	C[C@H](N)[C@H](O)c1ccc(O)c(O)c1	-33	x
42	C[C@H]1[C@H](O)[C@@H](C)/C=C/C=C/CC/C=C/C=C/C=C/C=C/C(OC2O[C@H](C)[C@@H](O)[C@H](N)[C@@H]2O)CC2O[C@](O)(CC(O)C(O)CCC(O)CC(O)CC(O)CC(=O)O[C@H]1C)CC(O)C2C(=O)O (stereo partly drawn)	-1	x
43	Cc1ccc(N=CN(C)C=Nc2ccc(C)cc2C)c(C)c1	16	x
44	CCN(CC)Cc1nccn1-c1ccc([N+](=O)[O-])cc1C(=O)c1ccccc1Cl	4	x
45	CNC(C)C(O)c1ccccc1 (stereo not drawn)	0	x
46	O=C1CC2OCC=C3CN4CC[C@]56c7ccccc7N1C5[C@H]2[C@H]3CC46 (stereo partly drawn)	-4	x
47	Oc1ccccc1-c1ccccc1	-3	x
48	C=CCNCCCCCCCCCC (tested in a mixture with another compound)	-10	x

# (cont.)
No.	SMILES	NR1D1 modulator	NR0B1 inh
49	CC(=O)NC1CCSC1=O (stereo not drawn)	-6	x
50	O=c1cccc2n1C[C@H]1CNC[C@H]2C1	-2	x
51	CN1CCc2cc3c(cc2C1O)OCO3 (stereo not drawn)	-5&-8	x
52	C=CCC1(C(C)CCC)C(=O)N=C(S)NC1=O (stereo not drawn)	6	x
53	CCN1C[C@@]2(COC)C3[C@@H](OC)[C@H]4[C@@H]1[C@]3(C(OC)C[C@H]2O)C1C[C@@]2(O)[C@H](OC(=O)c3ccccc3)C1[C@]4(OC(C)=O)[C@@H](O)[C@@H]2OC (stereo partly drawn)	-6	x
54	S=C(SSC(=S)N1CCCCC1)N1CCCCC1	2	x
55	COP(=O)(OC)C(O)C(Cl)(Cl)Cl (stereo not drawn)	-5	x
56	CN1C[C@H](C(=O)N[C@]2(C)C[C@@]3(O)C4CCCN4C(=O)[C@H](Cc4ccccc4)N3C2=O)C=C2c3cccc4[nH]cc(c34)C[C@H]21 (stereo partly drawn)	5	x

# The listing continues:
No.	SMILES	NR1D1 modulator	NR0B1 inh
57	CC(C)NCC(O)c1ccccc1Cl (stereo not drawn)	-4	x
58	FC(F)OC(F)(F)C(F)Cl (stereo not drawn)	-2	x
59	CCC(N)C(O)c1ccc(O)c(O)c1 (stereo not drawn)	0	x
60	C[C@]12CCC(=O)C=C1C=CC1C2CC[C@@]2(C)C1CC[C@@]2(O)CCC(=O)O (stereo partly drawn)	0	x
61	Cn1sc(Cl)cc1=O	5	x
62	Cc1nnc2n1-c1sc(CCC(=O)N3CCOCC3)cc1C(c1ccccc1Cl)=NC2	-3	x
63	CC(C)(C)c1nc(N2CCN(C(=O)c3ccco3)CC2)c2nnn(Cc3ccccc3Cl)c2n1	7	-0.4
64	O=C(Cn1ncc2ccsc2c1=O)N1CCC2(CC1)OCCO2	2	1.2
65	O=C1/C(=C\c2ccc3c(c2)OCO3)N2CCC1CC2	-4	1.6

# Compound activity (PubChem)

# An excerpt; rates above refer to the full screens.
